Compound activity (PubChem)
CHT block – inhibits the human high affinity choline transporter. Q9GZV3. CHT-expressing cells, membrane potential dye, choline response; active compounds read low. B-score at 10 µM. 310,000 tested, 0.86% active;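 active means B-score over 3 SD under the library average, and starting fluorescence ratio not unusually high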;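 further: choline stimulus applied at its EC90 after an EC20 pre-addition; B-score computed on integrated fluorescence ratio after choline addition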
Target sequence (Q9GZV3 whole entry, looked up): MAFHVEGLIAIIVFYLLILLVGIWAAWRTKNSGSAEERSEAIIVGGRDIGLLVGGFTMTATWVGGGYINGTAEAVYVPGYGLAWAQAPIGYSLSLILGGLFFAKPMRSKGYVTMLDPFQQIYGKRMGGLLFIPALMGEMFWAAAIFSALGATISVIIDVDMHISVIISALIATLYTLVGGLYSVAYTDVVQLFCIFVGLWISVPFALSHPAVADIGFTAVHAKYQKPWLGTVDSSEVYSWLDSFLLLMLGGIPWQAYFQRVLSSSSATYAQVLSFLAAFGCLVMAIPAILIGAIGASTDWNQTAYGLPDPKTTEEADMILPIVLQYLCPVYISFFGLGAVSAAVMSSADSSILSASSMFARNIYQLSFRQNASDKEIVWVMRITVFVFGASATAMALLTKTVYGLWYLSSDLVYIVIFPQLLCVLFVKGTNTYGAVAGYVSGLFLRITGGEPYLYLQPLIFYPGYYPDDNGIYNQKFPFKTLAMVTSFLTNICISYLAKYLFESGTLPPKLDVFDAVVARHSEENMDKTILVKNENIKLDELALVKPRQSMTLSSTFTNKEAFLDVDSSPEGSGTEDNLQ
KCNQ2 inh – KCNQ2 channel blockers in CHO-K1 cells – cell-based, FluxOR thallium flux, B-score, primary screen (AID 2156); O88943; 20 min; active compounds read low; B-score at 10 µM; 310,000 tested, 1.1% active;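 active means fluorescence ratio B-score at most minus 3 library SDs, with starting brightness B-score within 2 library SDs, cut at about -5.5 in these data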
Active calls of the source: *; i = inactive; / = not tested or not shown.

CHT block | KCNQ2 inh | Structure
i | i | CCC(C)[C@H](NC(=O)N1CCC(C)CC1)C(=O)O (stereo not given in full)
i | i | COc1cccc(CNC(=O)C2CCN(S(=O)(=O)c3ccc(Br)s3)CC2)c1
i | i | N#CC(c1ccccc1)N(CCCCl)C(=O)c1ccc(Br)cc1 (stereo not given)
i | i | COc1ccccc1N1CCN(CC(=O)Nc2ccc(C)c(F)c2)CC1
i | i | Cc1cc(C(=O)CN2C(=O)NC3(CCCCC3)C2=O)c(C)n1Cc1ccco1
i | i | Cc1[nH]nc2c1C(c1ccsc1)C(C#N)=C(N)O2 (stereo not given)
i | i | Cc1cccc(C(=O)NC(C)C(c2cccs2)N2CCOCC2)c1 (stereo not given)
i | / | Cc1cc(C)cc(-n2c(SCC(=O)NCc3ccco3)nc3ccccc3c2=O)c1
i | i | CCC(=O)NC(/C=C/c1ccccc1)c1cc([N+](=O)[O-])c2cccnc2c1O (stereo not given)
i | i | COc1ccc(Nc2cc(C(=O)NCc3cccnc3)c3ccccc3n2)c(OC)c1
i | i | CCOC(=O)Cn1cc(C#N)c2ccccc21
i | i | COc1ccc(CNS(=O)(=O)c2cc(OCC(N)=O)c(C)cc2Cl)cc1
i | i | COc1cc(NCCCCCCCN)c2ncccc2c1
i | i | CCC(C)(C)NC(=O)C(c1cccs1)N(C(=O)c1ccn[nH]1)c1cccc(OC)c1 (stereo not given)
i | i | COc1cc(OC)c(C2C(C(=O)Nc3ccc(C)cc3C)=C(C)Nc3ncnn32)cc1OC (stereo not given)
i | i | O=C(/C=C/c1c(F)cccc1Cl)Nc1nn[nH]n1
i | / | Cn1c(C(=O)NCCCN2CCCCCC2)cc2c(=O)n(C)c3ccccc3c21
i | i | CCN1CCN(c2ccc(S(=O)(=O)N3CCCCC3)cc2NC(=O)/C=C/c2ccc(OC(F)F)cc2)CC1
i | / | COc1cccc([C@@H]2CC=C(C(=O)O)CN2S(=O)(=O)c2ccc(C)cc2)c1
i | i | Cc1ccc2nc(SCC(=O)NCc3ccco3)nc(=O)n2c1
i | i | O=C(O)c1cccc(Oc2ncnc3sc4c(c23)CCCC4)c1
i | i | Cc1ccc(/C=N/Nc2nc(N3CCOCC3)nc(N3CCOCC3)n2)o1
i | i | O=C(NCCc1ccccc1)C(=O)Nc1nccs1
i | i | Cc1ccc(NC(=O)CCNC(=O)c2ccccc2)cc1F

Reformatted with two lines to a compound: entries from further up.
Results follow in this order: CHT block, KCNQ2 inh
> CCC(C)[C@H](NC(=O)N1CCC(C)CC1)C(=O)O (stereo not given in full)
 : i, i
> COc1cccc(CNC(=O)C2CCN(S(=O)(=O)c3ccc(Br)s3)CC2)c1
 : i, i
> N#CC(c1ccccc1)N(CCCCl)C(=O)c1ccc(Br)cc1 (stereo not given)
 : i, i
> COc1ccccc1N1CCN(CC(=O)Nc2ccc(C)c(F)c2)CC1
 : i, i
> Cc1cc(C(=O)CN2C(=O)NC3(CCCCC3)C2=O)c(C)n1Cc1ccco1
 : i, i
> Cc1[nH]nc2c1C(c1ccsc1)C(C#N)=C(N)O2 (stereo not given)
 : i, i
> Cc1cccc(C(=O)NC(C)C(c2cccs2)N2CCOCC2)c1 (stereo not given)
 : i, i
> Cc1cc(C)cc(-n2c(SCC(=O)NCc3ccco3)nc3ccccc3c2=O)c1
 : i, /
> CCC(=O)NC(/C=C/c1ccccc1)c1cc([N+](=O)[O-])c2cccnc2c1O (stereo not given)
 : i, i
> COc1ccc(Nc2cc(C(=O)NCc3cccnc3)c3ccccc3n2)c(OC)c1
 : i, i
> CCOC(=O)Cn1cc(C#N)c2ccccc21
 : i, i
> COc1ccc(CNS(=O)(=O)c2cc(OCC(N)=O)c(C)cc2Cl)cc1
 : i, i
> COc1cc(NCCCCCCCN)c2ncccc2c1
 : i, i
> CCC(C)(C)NC(=O)C(c1cccs1)N(C(=O)c1ccn[nH]1)c1cccc(OC)c1 (stereo not given)
 : i, i
> COc1cc(OC)c(C2C(C(=O)Nc3ccc(C)cc3C)=C(C)Nc3ncnn32)cc1OC (stereo not given)
 : i, i
> O=C(/C=C/c1c(F)cccc1Cl)Nc1nn[nH]n1
 : i, i
> Cn1c(C(=O)NCCCN2CCCCCC2)cc2c(=O)n(C)c3ccccc3c21
 : i, /
> CCN1CCN(c2ccc(S(=O)(=O)N3CCCCC3)cc2NC(=O)/C=C/c2ccc(OC(F)F)cc2)CC1
 : i, i
> COc1cccc([C@@H]2CC=C(C(=O)O)CN2S(=O)(=O)c2ccc(C)cc2)c1
 : i, /

(cont.)
CHT block | KCNQ2 inh | Structure
i | i | CCN(CC)S(=O)(=O)c1ccc(N2CCOCC2)c(NC(=O)COc2ccccc2C#N)c1
i | i | CCOC(=O)c1ccc(NC(=S)NCCc2ccccc2)cc1
i | i | COc1ccc(CNC(=O)N[C@@H](CC(C)C)C(=O)O)cc1OC
i | i | CCC(C)NC(=O)CC(C)C (stereo not given)
i | i | O=C(NCCN1CCN(c2ccccc2)CC1)c1ccc2c(c1)[nH]c(=S)n1c3ccccc3nc21
i | i | Cc1cc(CNC(=O)COc2ccc(F)cc2)c2ccccc2n1
i | i | COc1ccc(-n2c(SCCC(=O)O)nnc2-c2ccncc2)cc1
i | i | COc1ccc2c(c1)c(=O)oc1cc(OCC(=O)NC3CC3)ccc12
i | i | NS(=O)(=O)c1ccc(NC=C2C(=O)OC3(CCCCC3)OC2=O)cc1
i | i | CCOc1ccc(S(=O)(=O)N2CCC(C(=O)N3CCN(c4ccccc4)CC3)CC2)cc1
i | i | C=CCC(=O)NC1CC(C)(C)Cc2c1cnn2-c1ccccc1C (stereo not given)
i | i | CC(=O)N1CC(C)Sc2ccc(S(=O)(=O)NC3CCCCC3)cc21 (stereo not given)
i | i | O=[N+]([O-])c1cc(C(F)(F)F)ccc1NCCCCNS(=O)(=O)c1ccc2ccccc2c1
i | i | Cc1ccc(-n2nc(C)c(NS(=O)(=O)c3ccccc3)c2C)cc1C
i | i | Cn1c(=O)c2c(nc(CN3CCN(C(c4ccccc4)c4ccccc4)CC3)n2CCCO)n(C)c1=O
i | i | CCN(CC)S(=O)(=O)c1ccc(C(=O)OCC(=O)Nc2ccc(-c3nc4ccc(C)cc4s3)cc2)cc1
i | i | Cc1ncc([N+](=O)[O-])n1CCOC(=O)NC(Nc1ccc(F)cc1)C(Cl)(Cl)Cl (stereo not given)
i | i | CCOC(=O)c1ccc(COC(=O)c2ccc3c(c2)-c2ccccc2C3=O)cc1
i | i | OC(COCc1cccs1)CN1CCN(c2cccc(Cl)c2)CC1 (stereo not given)
i | i | CCCCCCn1c(N2CCC(C(N)=O)CC2)nc2c1c(=O)n(C)c(=O)n2C
-12* | i | CC1=C(C(=O)OCC(Cl)(Cl)Cl)N2C(=O)C(NC(=O)Cc3ccccc3)C2SC1 (stereo not given)
i | i | Cc1nn(S(=O)(=O)c2ccccc2)c(C)c1Sc1ccc([N+](=O)[O-])cc1
i | i | Cc1ccc(NC(=O)C(=O)NCCc2c[nH]c3ccccc23)cc1C
i | i | COc1ccc(N2C(=O)CC(Sc3ncccc3C(=O)O)C2=O)cc1 (stereo not given)
i | i | CCN(CCO)Cc1csc2ccc(Cl)cc12
i | i | Oc1c(Cl)cc(Cl)cc1/C=C/c1ccc2cccc(O)c2n1
i | i | C/C(=N\NC(=O)c1ccc(N(C)C)cc1)c1ccc(C)c(C)c1
i | i | Cn1ncc2c(NNC(=O)c3ccccc3Cl)ncnc21
i | -6* | CC(C)c1ccc(-c2cc(C(=O)N3CCOCC3)c3cc(Br)ccc3n2)cc1
-5.8* | -6* | O=C1C(Cl)=C(NS(=O)(=O)c2ccc([N+](=O)[O-])cc2)C(=O)c2ccccc21
i | i | C=CCS/C(=N\n1cnc2ccccc2c1=O)N(CC)CC
i | i | COc1cccc(S(=O)(=O)c2nc(C)c3c(n2)CCC3)c1
i | i | CCOC(=O)c1cccc(NC(=O)CCNS(=O)(=O)c2ccc3c(c2)CCN3C(=O)CC)c1
i | i | Cc1cc2ccccc2nc1Br
i | i | Cc1ccc(NC(=S)NCc2ccc(S(N)(=O)=O)cc2)cc1Cl
i | i | COc1ccccc1S(=O)(=O)c1ccccc1[N+](=O)[O-]
i | i | COC(=O)CCC(=O)OC1(C)C(=O)C=C2C=C3CCCN3C=C2C1=O (stereo not given)
i | i | CC(C)(C)/C(O)=C(/C#N)c1nc2ccccc2[nH]1
i | -7.7* | CCC(CO)n1c(SCc2cc(=O)oc3cc(C)ccc23)nc2ccccc2c1=O (stereo not given)
i | i | CC1=NN(C(=O)Cn2nc([N+](=O)[O-])cc2C)C(O)(C(F)(F)F)C1 (stereo not given)
i | i | CCOc1ccc(/C=C2\SC(=S)N(CCC(=O)Nc3ccc(C(=O)O)cc3)C2=O)cc1
i | i | CCN1C(=O)C2(C(C#N)=C(N)Oc3cc(C)oc(=O)c32)c2ccccc21 (stereo not given)
i | i | COc1ccc(CN2C(=O)CNC2=S)cc1
i | i | CC(=O)Oc1ccc(C(=O)NCCc2ccccc2)cc1
i | i | Cc1ccc(-n2c(Cc3cccn3C)nnc2SCC(=O)NCc2ccco2)cc1
i | i | O=C(CCC(=O)OCC(=O)c1cccc([N+](=O)[O-])c1)Nc1cccc(Cl)c1Cl
/ | i | Nc1nn(-c2cccc(F)n2)cc1-c1ccccc1
i | i | Cc1ccc(NC(=O)c2cccs2)cc1[N+](=O)[O-]
i | i | C=CC(O)Cc1c(C)n[nH]c1C (stereo not given)
i | i | Cc1ccc(S(=O)(=O)CCC(=O)Nc2cc(Cl)ccc2-n2cncn2)cc1
i | i | CC1(C)CC(=O)CC(C)(C)N1OC(=O)c1ccncc1
i | i | Nc1nc(SCC(=O)Nc2ccccc2Oc2ccccc2)n[nH]1
i | i | N#Cc1c2c(c(Nc3ccc(O)cc3)n3c1nc1ccccc13)CCC2
i | i | COCCNC(=O)c1onc(CSc2ccccn2)c1C(=O)NCCOC
i | i | O=C(Cc1ccccc1)N/N=C/c1ccccc1Cl
i | i | O=C1N(CN2CCOCC2)c2ccccc2C12OCC(CCl)O2 (stereo not given)

Going on with the list.
CHT block | KCNQ2 inh | Structure
i | i | O=C(CCCCl)Nc1c2c(nn1-c1ccccc1)CSC2
i | i | COC(=O)c1ccc(Oc2nc(N(C)C)nc(N3CCOCC3)n2)cc1
i | i | N#Cc1ccccc1OCC(=O)OCC(=O)c1ccc2c(c1)NC(=O)CO2
i | i | CC(Oc1ccc(Cl)cc1Cl)c1ccn[nH]1 (stereo not given)
i | i | COc1ccccc1N1CCN(C(=O)c2ccccc2NC(=O)C2CCCCC2C(=O)O)CC1 (stereo not given)
i | i | CCC(=O)N1CCN(c2cc(N3CCCC3)c(F)cc2[N+](=O)[O-])CC1
i | i | CCCCCSc1nnc(N)s1
i | i | CC(C)CCN(CC(=O)NCc1ccc(F)cc1)S(=O)(=O)c1ccccc1F
i | i | CCN(CC)C(=S)SCC(=O)c1ccccc1
i | i | COc1ccc(C2CC(=O)N(C)c3ccccc3S2)cc1OC (stereo not given)
i | i | O=C(O)C1C2C=CC(CC2)C1C(=O)O (stereo not given)
i | i | COC(=O)c1ccccc1NC(=O)CSc1ccccn1
i | i | COC(=O)CN(C#N)c1nc(C)cc(C)n1
i | i | O=C(c1ccccc1NS(=O)(=O)c1ccccc1[N+](=O)[O-])N1CCCC1
i | i | O=Cc1cn(-c2ccccc2)nc1-c1ccccc1
i | i | Cc1cc(C(=O)NC2CC(C)(C)Cc3c2cnn3-c2cccc(F)c2)n(C)n1 (stereo not given)
i | i | CN1c2ccccc2C(=O)/C(=C\Nc2ccc(F)cc2F)S1(=O)=O
i | i | Cc1cc(C(=O)NC2CCCCC2)on1
i | i | Cc1ccccc1-n1c(SCC(=O)c2cc(C)n(C)c2C)nnc1-c1cccnc1
i | / | Cc1cc(-c2ccco2)c(C#N)c2nc3ccccc3n12
i | i | COc1ccc(CCNC(=O)C2CCCN(Cc3nc(-c4ccccc4C)oc3C)C2)cc1OC (stereo not given)
i | i | Cc1csc(NC(=O)c2c(-c3c(Cl)cccc3Cl)noc2C)n1
i | i | COc1ccc(C2(CNC(=O)CCC(=O)O)CCCC2)cc1
i | i | Cc1ccc(-c2nnc(Nc3ccccc3)c3ccccc23)cc1S(=O)(=O)NCC1CCCO1 (stereo not given)
i | i | CC(C(=O)N1CCC(C(N)=O)CC1)N(c1ccc(Oc2ccccc2)cc1)S(C)(=O)=O (stereo not given)
i | i | CCc1ccccc1OCC(=O)N(CC)CC(=O)NCc1ccc(F)cc1
i | i | COC(=O)c1ccc(C2CC(=O)NC3=C2C(=O)CCC3)cc1 (stereo not given)
i | i | CCC(=O)N1N=C(c2ccc(Cl)cc2)CC1c1ccco1 (stereo not given)
i | i | COc1cc(C(C)=O)ccc1OCc1cc(C(=O)N(C)CCC2CCCCO2)no1 (stereo not given)
i | i | O=C(Nc1ccccc1N1CCCCC1)c1cccc([N+](=O)[O-])c1
i | i | CCc1cccc(N(CC(=O)NCc2ccc(F)cc2)C(=O)c2csnn2)c1
i | i | CC(=C\c1ccccc1)/C=C1/SC(=S)N(CCC(=O)O)C1=O
i | i | O=S(=O)(NCCSc1ccccn1)c1ccc(Cl)cc1
i | i | O=C(CSc1nc(-c2ccc(F)cc2)cs1)N1CCN(C(=O)c2ccco2)CC1
i | i | Cc1cccc(OCC(=O)Nc2ccc3nc(C)sc3c2)c1
i | i | CCOC(=O)c1c(NC(=O)CSc2nnc(-c3c[nH]c4ccccc34)n2CC)sc2c1CCCC2
i | i | CCOc1ccc(-n2cc(C(=O)Nc3cccc(Cl)c3)c3cc(OC)c(OC)cc3c2=O)cc1
i | i | CNC(=O)c1cccc2cccc(Sc3ccccc3C(=O)O)c12
i | i | COCCCn1c(SCC(=O)N2CCCCC2C)nnc1-c1ccco1 (stereo not given)
i | i | CCC(C)(C(=O)NC1CCCC1)N(CC1CCCO1)C(=O)c1ccc2c(c1)OCO2 (stereo not given)
i | i | CCCCOc1ccc(C(=O)Oc2cccnc2)cc1
i | i | CCN(CC)CCOC(=O)c1ccc(NC(=O)COc2cc(=O)n(CC)c3ccccc23)cc1
i | i | CC1=NN(c2ccccc2)C(=O)C1N=Nc1ccc(C)cc1 (stereo not given)
i | i | CCOC(=O)C(N)CSC1CC(=O)N(c2ccc(C(=O)OC)cc2)C1=O (stereo not given)
i | i | COc1cc(C(C)=O)ccc1OCc1nnc(-c2ccccc2Br)o1
